Bioassay records from PubChem BioAssay.
CHO parental Ca: ATP-evoked calcium signal inhibitors, parental CHO, primary screen, counter-screen for OX1R antagonist project, cell-based, fluorescence, Fluo-8 calcium dye; parental CHO-K1, ATP-induced calcium, Fluo-8 fluorescence; inhibition, % at 5.6 µM; 0.63% of 330,000 active; AID 463079, 2010;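 active means inhibition above that plate's mean sample inhibition plus 3 SD, cut at about 26% in these data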;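 further: 0% = ATP-challenged DMSO wells and 100% = DMSO wells without ATP; some compounds past the cut are filed as inactive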
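material = parental CHO cells | also added = ATP as calcium-mobilizing challenge | dosing = single point at 5.6 µM | detection = intracellular calcium via Fluo-8 no-wash fluorescent dye | read-out = % inhibition | benchmarks = low control ATP plus DMSO, high control DMSO only | repeats = one well per compound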
TAAR1 ag: human TAAR1 agonists, primary screen, Fluo-8 calcium fluorescence, CHO RD-HGA16 cells; Trace amine-associated receptor 1 (Homo sapiens), Q96RJ0; vehicle wells 0%, saturating PEA agonist 100%; activation, % at 3 µM; 0.99% of 360,000 active; AID 624467, 2012;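 active means activation above the mean activation of all test compounds in the run plus 3 SD, cut at about 38% in these data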
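Test system: RD-HGA16 (CHO) cells co-expressing Gα16 and hTAAR1; dosing: one-point dosing at 3 µM (nominal); timing: 17-24 h seeding, 75 min 37 °C dye, 30 min RT; signal: kinetic Fluo-8 calcium fluorescence; read-out basis: % activation relative to PEA EC100 response; controls: DMSO and PEA EC100; replicates: n 1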
CHRM1 agonist: human M1 muscarinic receptor agonists, primary screen, Fluo-8 calcium fluorescence, CHO-K1 cells, HTS. CHO-K1 hM1, agonist mode; 0% DMSO, 100% acetylcholine EC100. Muscarinic acetylcholine receptor M1 (Homo sapiens), P11229. activation, % at 3 µM. 0.33% of 360,000 active;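 active means activation above the run's mean compound activation plus 3 SD, cut at about 16% in these data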;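 further: peak over basal fluorescence ratio within a 140 s kinetic read after compound addition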
Target sequence (P11229 whole entry, looked up): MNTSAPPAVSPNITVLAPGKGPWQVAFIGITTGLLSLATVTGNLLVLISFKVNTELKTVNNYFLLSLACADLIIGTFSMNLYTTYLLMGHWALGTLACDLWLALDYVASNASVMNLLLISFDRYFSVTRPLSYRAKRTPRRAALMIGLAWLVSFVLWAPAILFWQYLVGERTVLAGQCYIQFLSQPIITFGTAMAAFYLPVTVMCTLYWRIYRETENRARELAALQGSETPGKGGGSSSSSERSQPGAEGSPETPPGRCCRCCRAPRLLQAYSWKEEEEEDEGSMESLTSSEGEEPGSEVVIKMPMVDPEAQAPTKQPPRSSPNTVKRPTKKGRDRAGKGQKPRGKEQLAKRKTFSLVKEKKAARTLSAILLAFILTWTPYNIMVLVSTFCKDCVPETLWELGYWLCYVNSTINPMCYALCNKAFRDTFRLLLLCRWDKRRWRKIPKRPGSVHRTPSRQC
OXTR agonist: human OXTR agonists, primary screen, fluorescence, CHO-OTR cells, Fluo-8 calcium. Oxytocin receptor (Homo sapiens), P30559. Fluo-8 calcium fluorescence; normalized: DMSO 0%, oxytocin 100%. activation, % at 3 µM. 0.32% of 320,000 active;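 active means activation above the mean of all tested compounds plus 3 SD, cutoff set per screening run, cut at about 20% in these data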;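 further: peak over basal fluorescence ratio from a 100 s FLIPR kinetic read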
TAAR1 antagonist: human TAAR1 antagonists, primary screen, Fluo-8 calcium fluorescence, CHO RD-HGA16 cells; antagonist; 1.5% of 360,000 active; AID 624466, 2012; inhibition, % at 3 µM; Trace amine-associated receptor 1 (Homo sapiens), Q96RJ0;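 active means inhibition above a per-plate cutoff, the mean inhibition of test compounds on that plate plus 3 SD, cut at about 49% in these data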;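 further: 0% = DMSO plus EC80 beta-PEA response and 100% = DMSO alone without agonist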
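System: RD-HGA16 CHO cells with stable hTAAR1 and Gα16 | Probe or stimulus: EC80 β-phenethylamine stimulus | Dosing: 3 µM, single point | Times: Dye loading 75 min at 37 °C, then 30 min room temperature | Measured by: Fluo-8 calcium-sensitive fluorescence | Read-out basis: % inhibition of agonist calcium response | Replicates: n of 1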
OXTR potentiate: human OXTR potentiators, primary screen, fluorescence, CHO-OTR cells, Fluo-8 calcium; 0.061% of 320,000 active; Fluo-8 calcium fluorescence, potentiator mode; 0% = oxytocin EC15, 100% = EC100; activation, % at 3 µM; Oxytocin receptor (Homo sapiens), P30559;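 active means activation above that plate's cutoff, the mean activation of tested compounds plus 3 SD, cut at about 6.6% in these data, passing the limit was not always enough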;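 further: 100% uses oxytocin at 75 nM as the full agonist control; some results filed as inactive read as strong as hits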
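Replication – single well per compound, singlicate · Assay system – CHO cell line stably expressing human OTR · Timing – 6 min pre-incubation, 100 s read · Measure – normalized max/min fluorescence ratio, % activation · Doses – 3.0 µM, one dose · Detection – Fluo-8 calcium dye fluorescence · Probe or stimulus – oxytocin near EC15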
CHRM1 PAM: human M1 muscarinic receptor positive allosteric modulators, primary screen, CHO-K1 cells, Fluo-8 calcium fluorescence, 1536-well; CHO-K1 hM1, ACh EC20; 0% = ACh EC20, 100% = maximal ACh; activation, % at 3 µM; 0.088% of 360,000 active; AID 588819, 2011; in the data active means activation above about 19%, passing the limit was not always enough
CHRM1 antagonist: human M1 muscarinic receptor antagonists, primary screen, CHO-K1 cells, Fluo-8 calcium fluorescence, 1536-well | AID 588852, 2011 | inhibition, % at 3 µM | Muscarinic acetylcholine receptor M1 (Homo sapiens), P11229 | CHO-K1 hM1, ACh EC80 antagonist | 1.3% of 360,000 active;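 active means percent inhibition above its own plate's cutoff, namely the mean of that plate's compound wells plus 3 SD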;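 further: peak over basal fluorescence ratio during 140 s after agonist addition; 0% = ACh EC80 plus DMSO and 100% = DMSO alone without agonist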
V1R ag counter: agonists of human V1a receptor, primary screen, counter-screen for OXTR agonist project, fluorescence, CHO-V1R cells; 0.25% of 320,000 active; Vasopressin V1a receptor (Homo sapiens), P37288; Fluo-8 calcium fluorescence, agonist mode; 0% DMSO, 100% 3 nM vasopressin; activation, % at 3 µM;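 active means activation above the mean activation of all tested compounds plus 3 SD, per screening run, cut at about 20% in these data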;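 further: signal is peak over basal fluorescence ratio across a 100 second FLIPR read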
Target sequence (P37288 whole entry, looked up): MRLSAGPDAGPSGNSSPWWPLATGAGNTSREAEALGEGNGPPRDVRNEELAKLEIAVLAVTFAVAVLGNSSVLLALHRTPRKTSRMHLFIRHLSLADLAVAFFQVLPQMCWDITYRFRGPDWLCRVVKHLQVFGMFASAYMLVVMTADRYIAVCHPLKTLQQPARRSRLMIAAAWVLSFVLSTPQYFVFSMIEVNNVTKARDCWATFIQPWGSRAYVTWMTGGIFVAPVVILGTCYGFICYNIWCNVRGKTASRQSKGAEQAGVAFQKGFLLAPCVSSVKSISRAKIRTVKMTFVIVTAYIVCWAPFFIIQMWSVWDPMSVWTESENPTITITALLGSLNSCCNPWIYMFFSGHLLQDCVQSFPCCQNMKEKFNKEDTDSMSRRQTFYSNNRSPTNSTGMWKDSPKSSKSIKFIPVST
* hit, by the source's call; . = no result given.

SMILES	CHO parental Ca	TAAR1 ag	CHRM1 agonist	OXTR agonist	TAAR1 antagonist	OXTR potentiate	CHRM1 PAM	CHRM1 antagonist	V1R ag counter
COc1cccc(CNCCNC(=O)c2nonc2N)c1	3	3	-4	1.5	11	0	6	-13	0.5
CCS(=O)(=O)Nc1ccc(C2=NN(C(=O)c3ccco3)C(c3ccco3)C2)cc1 (stereo not drawn)	2	4	-4	-1.4	-27	-14	5	-11	-0.8
CC(=O)Nc1cccc(NC(=O)CSc2nnc3ccccn23)c1	1	1	-1	0.4	5	-1	4	2	1.1
O=C(N/N=C/c1c[nH]c2ccccc12)c1cc(Cl)ccc1O	2	7	2	1.0	9	-12	6	-8	9.4
O=C(c1cc2ccccc2oc1=O)N(Cc1ccc(F)cc1)C1CCS(=O)(=O)C1 (stereo not drawn)	-9	4	5	-0.2	-20	1	6	-7	1.2
CC(=O)N1CCN(C(=O)c2ccc3c(c2)OCO3)CC1	-11	1	-2	1.9	-27	8	1	0	9.1
COc1ccc(CNC(=O)c2ccc(N3CCOCC3)c([N+](=O)[O-])c2)cc1	-12	1	-3	-0.9	-7	1	1	0	1.1
CCn1c2ccccc2c2cc(C3N=C(N)Nc4nc5ccccc5n43)ccc21 (stereo not drawn)	-11	7	-6	0.3	-8	-6	2	-2	-0.2
O=C(O)c1cccc(-n2cccc2/C=C2\SC(=O)N(Cc3ccccc3F)C2=O)c1	-2	7	-4	-1.2	-19	5	9	-11	0.0
O=C(CSc1nc(-c2ccc(F)cc2)cs1)N1CCN(C(=O)c2ccco2)CC1	-19	1	-4	-2.0	15	-7	1	3	-0.2
COc1ccc(CNC(=O)CSc2nnc3c(n2)[nH]c2ccc(F)cc23)cc1	-18	-1	-4	0.3	11	-2	8	-11	1.4
CCN(CC)S(=O)(=O)c1cccc(-c2n[nH]c(=S)n2/N=C/c2ccc(OC(F)F)cc2)c1	-18	-2	-9	-3.2	-5	-9	-4	-3	-1.3
C/C(=N/NC(=O)c1cnccn1)c1ccncc1	0	9	-6	1.0	-2	-12	16	-8	0.2
O=C(Nc1cccc(C(F)(F)F)c1)c1cc(-c2ccco2)on1	-10	1	-10	-1.4	-8	-3	-5	-5	-0.5
Cc1ccc(OCCNC(=O)/C=C/c2ccccc2)cc1	-9	1	-5	-1.9	-14	0	3	-7	-1.4
COc1ccc(-c2cnc3cccnn23)cn1	.	0	-2	.	-4	.	3	-8	.
COc1ccc(NC(=O)CSc2ccc(-c3ccco3)nn2)cc1	-7	0	-4	-0.7	-20	-8	4	-9	1.2
Cc1ccc2c(c1)c1c3n2CCN(C(=O)CN2CCN(C)CC2)C3CCC1 (stereo not drawn)	-17	-2	-6	2.7	5	-10	2	1	0.5
CCNC(=S)N(CCCN(C)C)Cc1cc2cc3c(cc2[nH]c1=O)OCCO3	-3	0	-8	-0.8	-7	-7	10	-16	1.7
CCOC(=O)c1c(NC(=O)COc2ncnc3ccccc23)sc(C(C)=O)c1C	-17	0	-12	-1.9	-17	-4	5	-2	0.3
Cc1cc(C)cc(N2C(N)=NC(N)=NC2c2cccc(Cl)c2)c1 (stereo not drawn)	1	-1	-11	-1.1	-15	-4	-5	7	0.5
COc1ccccc1N1CCN(Cc2ccsc2)CC1	-14	4	-6	-1.2	6	1	9	-9	-0.6
CC1(C)C(=Cc2ccccc2)C(=O)c2ccccc21	.	1	-8	.	29	.	0	-15	.
COCc1ccc(CN2CCCC(CO)(Cc3ccccc3C)C2)o1 (stereo not drawn)	-19	5	-15	-0.2	0	-5	1	3	0.8
Nc1c(O)cccc1C(=O)O	1	1	0	-0.4	15	-5	7	-27	0.6
Cc1cc(Nc2ccccc2C(=O)O)n2ncnc2n1	.	2	-1	.	-15	.	4	-5	.
COc1ccccc1NC(=O)Nc1nnc([C@H]2C[C@H](O)[C@@H](CO)O2)s1	.	3	-2	.	-33	.	-1	2	.
O=C(NCc1ccco1)C1CC(c2cc(C(F)(F)F)cc(C(F)(F)F)c2)=NO1 (stereo not drawn)	-24	2	-2	-2.4	-8	-8	14	2	-1.6
O=C1COc2ccc(NC(=O)N3CCN(c4ccc(F)cc4)CC3)cc2N1	-8	3	-4	1.8	-10	-5	1	-4	4.2
N/C(=N\N=C\c1ccc([N+](=O)[O-])cc1)c1nonc1N	-10	-1	-1	-0.9	-7	-5	14	-26	0.9
Cc1ccc2nc(SC(C)C(=O)N3CCCC3)[nH]c2c1 (stereo not drawn)	-16	7	-5	0.5	-6	-1	0	0	-0.5
CCc1c(C)sc(NC(=O)C2CCCO2)c1C#N (stereo not drawn)	-3	3	-5	-1.5	-9	-4	1	6	0.8
Cc1ccc(C)c(N2CCN(C(=O)C3CCC3)CC2)c1	-15	7	-2	-0.6	-2	-2	9	-20	3.6
C[C@@H]1CN([C@@H](C)CO)C(=O)CCCn2cc(nn2)CO[C@H]1CN(C)S(=O)(=O)c1ccccc1C#N	.	0	-2	.	0	.	4	-20	.
N#Cc1cn(CC(=O)N2CCc3ccccc3C2)c2ccccc12	5	12	-4	7.9	3	-29	4	-1	7.4
COc1ccc2[nH]c(=O)c(CN(Cc3cccs3)C(=S)NCC3CCCO3)cc2c1 (stereo not drawn)	6	5	-2	0.6	7	-29	-2	3	1.0
Cc1cnc(C(=O)OCC(=O)N(Cc2ccccc2)C(C)C)cn1	0	5	-6	0.2	-3	-5	7	-8	0.6
CC(C)(C)C(=O)Cn1c[n+](N)cn1	0	0	-4	-0.1	-11	-13	8	2	1.1
O=C(CCCn1cc([N+](=O)[O-])cn1)N1CCCCC1	-12	0	-7	1.4	-15	4	9	-6	0.8
O=C(c1ccco1)N(Cc1ccccc1)Cc1ccccn1	-10	2	-4	-0.4	11	-7	6	-7	-0.5
COC(=O)[C@H](CC(C)C)NS(=O)(=O)N[C@@H](CC(C)C)C(=O)OC	-15	1	1	-0.7	5	0	-8	12	-0.7
Cc1cccc(C)c1OCc1nnc(SCC(=O)Nc2cccc(C(=O)N3CCOCC3)c2)n1C	-2	1	-5	-0.4	-2	-3	-4	9	2.2
CCN(C1CCCCC1)S(=O)(=O)c1ccc(S(=O)(=O)NCCc2ccncc2)cc1	-17	10	-6	4.0	22	-2	-1	0	4.2
COc1cccc(CNC[C@H]2O[C@@H](n3ccc(N)nc3=O)[C@H](O)[C@@H]2O)c1OCc1ccc(F)cc1Cl	.	2	-3	.	-8	.	3	-1	.
COCCNc1nc2cc(-c3ccsc3)sc2c(=O)n1C	.	1	-2	.	-20	.	9	-17	.

Sorted by SMILES length (low to high): 7 of the compounds above.
SMILES	CHO parental Ca	TAAR1 ag	CHRM1 agonist	OXTR agonist	TAAR1 antagonist	OXTR potentiate	CHRM1 PAM	CHRM1 antagonist	V1R ag counter
Nc1c(O)cccc1C(=O)O	1	1	0	-0.4	15	-5	7	-27	0.6
COc1ccccc1N1CCN(Cc2ccsc2)CC1	-14	4	-6	-1.2	6	1	9	-9	-0.6
COCCNc1nc2cc(-c3ccsc3)sc2c(=O)n1C	.	1	-2	.	-20	.	9	-17	.
O=C(CCCn1cc([N+](=O)[O-])cn1)N1CCCCC1	-12	0	-7	1.4	-15	4	9	-6	0.8
O=C(Nc1cccc(C(F)(F)F)c1)c1cc(-c2ccco2)on1	-10	1	-10	-1.4	-8	-3	-5	-5	-0.5
COc1ccc2[nH]c(=O)c(CN(Cc3cccs3)C(=S)NCC3CCCO3)cc2c1 (stereo not drawn)	6	5	-2	0.6	7	-29	-2	3	1.0
CCN(C1CCCCC1)S(=O)(=O)c1ccc(S(=O)(=O)NCCc2ccncc2)cc1	-17	10	-6	4.0	22	-2	-1	0	4.2

Other structures.
SMILES	CHO parental Ca	TAAR1 ag	CHRM1 agonist	OXTR agonist	TAAR1 antagonist	OXTR potentiate	CHRM1 PAM	CHRM1 antagonist	V1R ag counter
CCCc1ccc(S(=O)(=O)N/N=C\c2ccc3c(c2)OCO3)cc1	.	8	2	.	-1	.	7	-2	.
CCN(CCNC(=O)Cn1cc2c(n1)CCCC2)c1ccccc1	-8	-1	0	-0.2	-6	2	-1	2	-1.1
CCCCN1C(=S)SC(C)(C)C1/[N+]([O-])=C/c1cccnc1 (stereo not drawn)	-7	-1	-2	1.3	12	3	-2	6	0.6
COc1ccc(C(=O)Nc2ccnn2C2CCN(C(=O)CCC(F)(F)F)CC2)cc1	-5	1	-3	-1.9	-24	-16	0	2	0.4
Cc1ccc(CC(=O)NC(C)CCc2ccccc2)cc1 (stereo not drawn)	-5	10	-3	-1.6	11	-4	2	-17	-1.1
C[C@@H](c1ccccc1)N1Cc2ccccc2Oc2cc(Br)ccc2S1(=O)=O	-33	2	-4	.	-7	.	-3	4	.
CCOC(=O)c1cnc2c(C)cccc2c1NCCc1ccc(OC)c(OC)c1	-16	10	-7	-1.9	-3	-6	-10	-20	-0.3
